Compound activity (PubChem)
DAT uptake mod: changed hDAT dopamine uptake under cocaine IC80, either direction, primary screen, cocaine antagonist project, cell-based, LLC-PK1 hDAT, [14C]-dopamine uptake, MLSMR; Sodium-dependent dopamine transporter (Homo sapiens), Q01959; LLC-PK1 hDAT cells, [14C]-dopamine uptake with cocaine IC80; actives deviate in either direction; B-score at 10 µM; hit rate 1.3% among 110,000;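 active = Z score or B-score, a plate-position-corrected score, falls beyond the plate's 99.7% confidence bounds, in either direction; inactive = both scores lie inside the 99.7% bounds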;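 note: scored against the spread of the other compound wells on the same plate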
CYP2C9 act: human CYP2C9 activators, primary screen, biochemical, luminescence. Cytochrome P450 2C9 (Homo sapiens), P11712. recombinant CYP2C9, luciferin-H conversion; stronger effect = higher value; factor 1 = untreated enzyme, 0 = blocked. activation factor at 5 µM. hit rate 1.4% among 96,000. AID 1024, 2008;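 active = activation factor of 2 or more for CYP2C9 at a 5 µM dose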;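 note: 0 = sulfaphenazole-blocked wells and 1 = vehicle-only wells; values of inactives mirror those of a sister screen read the other way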
E coli WT exp: growth inhibitors of wild-type E. coli, primary screen, strain BW25113, expanded library, OD600 | OD600 absorbance | growth inhibition, % at 100 µM | hit rate 0.15% among 98,000;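 active = growth inhibition above about 50% at one test dose, limit read from the data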;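 note: growth measured after 20 h incubation at 37 °C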
PostGolgi yeast: phenotypic screen on post-Golgi transport, primary screen; post-Golgi transport phenotypic cell assay; inhibition, % at 10 µM; hit rate 0.9% among 98,000;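 note: yeast cells grown in 1536-well plates; yeast grown about 18 h at 30C before absorbance read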
CYP2C9 inhib: blockers of cytochrome P450 2C9 activity – biochemical, luminescence, ADME assay, primary screen. hit rate 20% among 96,000. CYP2C9 Supersomes, luciferin-H conversion. inhibition, % at 5 µM. AID 777, 2007. P11712;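 active = blocking of liver enzyme CYP2C9 beyond about 50% at 5 µM, limit read from the data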; note: values of inactives mirror those of a sister screen read the other way
LYP inh 2: PTPN22 phosphatase inhibitors, primary screen, biochemical, DiFMUP fluorescence, 2 µM | hit rate 0.21% among 96,000 | AID 640, 2007 | Tyrosine-protein phosphatase non-receptor type 22 (Homo sapiens), Q9Y2R2 | inhibition, % at 2 µM | recombinant LYP catalytic domain;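 active = inhibition at 2 µM at or above a set limit, the screen mean plus 3 SD, cut at about 24% in these data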;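 note: 0% = DMSO with enzyme and 100% = enzyme fully blocked by orthovanadate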
Target sequence (Q9Y2R2 whole entry, looked up, the tested form may be a part): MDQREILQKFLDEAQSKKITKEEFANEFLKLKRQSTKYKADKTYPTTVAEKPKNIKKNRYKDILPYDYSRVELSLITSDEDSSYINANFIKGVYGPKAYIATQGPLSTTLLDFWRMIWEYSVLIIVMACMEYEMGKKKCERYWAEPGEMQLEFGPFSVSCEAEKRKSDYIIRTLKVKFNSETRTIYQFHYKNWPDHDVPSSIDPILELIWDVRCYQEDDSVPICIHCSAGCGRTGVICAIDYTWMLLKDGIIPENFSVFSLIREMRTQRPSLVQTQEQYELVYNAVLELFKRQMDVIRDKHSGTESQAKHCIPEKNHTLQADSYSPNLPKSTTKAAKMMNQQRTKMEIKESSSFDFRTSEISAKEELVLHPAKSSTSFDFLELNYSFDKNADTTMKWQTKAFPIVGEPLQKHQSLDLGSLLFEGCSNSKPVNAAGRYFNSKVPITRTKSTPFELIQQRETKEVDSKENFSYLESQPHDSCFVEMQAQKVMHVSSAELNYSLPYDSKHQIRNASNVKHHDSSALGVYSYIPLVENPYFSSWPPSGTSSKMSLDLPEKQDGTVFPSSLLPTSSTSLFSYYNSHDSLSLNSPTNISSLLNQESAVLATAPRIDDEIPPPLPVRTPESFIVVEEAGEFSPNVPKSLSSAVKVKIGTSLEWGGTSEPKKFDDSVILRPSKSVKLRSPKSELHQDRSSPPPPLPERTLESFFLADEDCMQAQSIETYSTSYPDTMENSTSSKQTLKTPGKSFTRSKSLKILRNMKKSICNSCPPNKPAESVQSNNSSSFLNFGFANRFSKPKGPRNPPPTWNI
PostGolgi ctrl: growth inhibition of yeast control strain, primary screen, counter-screen for post-Golgi transport modulator project; efflux-deficient yeast background strain, growth absorbance A615, 16 h; inhibition, % at 10 µM; hit rate 5% among 98,000
PTPN22 act: LYP phosphatase activators, primary screen, biochemical, DiFMUP fluorescence, 2 µM; Tyrosine-protein phosphatase non-receptor type 22 (Homo sapiens), Q9Y2R2; recombinant LYP; 0 = plate median, 100 = signal doubled; activation, % at 2 µM; hit rate 0.11% among 96,000; AID 697, 2007;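 active = activation at 2 µM above a set limit, the mean plus 5 SD, cut at about 37% in these data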
PTK2B oligo ant: antagonists of Pyk2 self-association, primary screen, Q293 cells, FERM NanoBiT luminescence, HTS. AID 1347419, 2020. stronger effect = lower value. hit rate 0.83% among 99,000. z-score (the deposit names both 25 µM and 10 µM);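 active = Z-score of -3 or lower, scaled per plate to the spread of control and sample wells; inactive = z-score above -3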;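 note: negative z-score means lost luminescence so less FERM oligomerization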
Numbers without * were called inactive; / = no result given. Cut-off read from the data, not from the text of the source, unless noted: active = inhibition above about 30%; inactive = the rest. An unsorted share of the library; any-hit rate near 24%.

SMILES	DAT uptake mod	CYP2C9 act	E coli WT exp	PostGolgi yeast	CYP2C9 inhib	LYP inh 2	PostGolgi ctrl	PTPN22 act	PTK2B oligo ant
CC/C(=N\O)C(C)(C)/[N+]([O-])=C/c1ccc(Br)cc1	-0.59	1	4	-1	0	5	14	-5	0.34
Cc1c(S(=O)(=O)Nc2cc(Cl)ccc2Cl)c(=O)n(C)c(=O)n1C	-0.19	/	2	7	/	3	6	-3	/
O=C(NC1CCCCC1)c1sc(=S)n2c1[nH]c(=O)c1ccccc12	0.096	0.1	-11	-3	95*	4	56*	-4	-3*
Cc1ccc(-c2cc(C)nc3ncnn23)cc1	/	0.9	6	-2	8	-1	3	0	/
O=C(CSc1ncccn1)NN=C1CCCCCCC1	-0.23	1	4	9	-4	12	-2	-12	-0.04
Cc1ccc(OCC(=O)Nc2ccc3c(c2)nc2n3CCOC2)cc1	0.65	0.9	-10	-4	12	3	8	-3	0.45
O=S(=O)(NCc1ccncc1)c1ccc(S(=O)(=O)NCC2CCCO2)cc1 (centres undefined)	-0.69	0.1	4	-3	89*	1	-2	-1	0.79
O=C(NC1CCCCC1)N1CCc2ccccc21	1.7	1.1	-5	-2	-5	6	5	-10	0.15
Cc1nnc(NC(=O)CN2C(=O)c3ccccc3S2(=O)=O)s1	-0.82	0.5	-7	0	48	3	4	-1	0.72
CCOC(=O)C/C(C)=N/NC(=O)c1cccs1	0.017	1.1	6	18	-6	4	8	1	1.5
O=C(NNC(=S)NC(=O)C12CC3CC(CC(C3)C1)C2)c1ccncc1	0.16	0.1	5	42*	94*	4	48*	-6	-0.86
CNc1nc(C)c(C(=O)c2ccc(Cl)cc2)s1	-0.65	0.4	2	-4	61*	-10	18	7	-0.23
O=C(NCc1ccc(F)cc1)C1CCCN1C(=O)NCc1ccccc1 (centres undefined)	-1.3	1.2	-6	21	-24	-2	1	0	0.13
COc1ccc(S(=O)(=O)N2CCC(C(=O)NC3CC3)CC2)cc1Cl	-0.015	1.3	4	7	-34	2	8	-2	-0.41
CCOC(=O)C(C)Sc1nc2c(c(=O)[nH]c(=O)n2C)n1C/C=C(/C)Cl (centres undefined)	-0.014	0.7	27	10	28	-29	4	26	0.48
C=CCNC(=O)C1CC(c2cccc(OC)c2)=NO1 (centres undefined)	-0.36	1.1	0	8	-6	-4	-9	3	0.39
Cc1cc(Cl)ccc1Oc1nccc(N(C)C)c1C#N	-0.39	0.4	-2	-7	61*	2	11	0	-0.23
Cc1cccc(N2CCN(CCNC(=O)c3cc4c(s3)CS(=O)(=O)C4)CC2)c1C	-1.3	0.5	3	16	53*	1	-13	0	-0.14
O=C(NC1CCCCC1)C1CC(O)CN1C(=O)OCc1ccccc1 (centres undefined)	-0.42	1	4	-4	2	1	4	-3	-0.08
CC(C)c1ccccc1NC(=O)CCCC(=O)O	0.52	/	-10	0	/	-12	6	10	-0.09
CCOC(=O)c1oc2ccccc2c1NC(=O)c1cccc(OC)c1OC	-0.16	0.3	-5	15	66*	-7	46*	4	-1.5
CCOC(=O)N1CCN(C(=O)c2ccc(N(Cc3ccc(C)cc3)S(C)(=O)=O)cc2)CC1	-0.4	0.1	5	-3	86*	0	5	1	-0.42
Cc1ccc(C(=O)NCc2ccc3c(c2)OCO3)cc1N1CCCC1=O	0.045	0.9	3	-3	8	-2	1	2	/
CC(C)NS(=O)(=O)c1ccc(N2C(=O)c3ccccc3C2=O)cc1	-0.087	0.9	9	-7	13	-1	5	-2	0.06
CCOC(=O)c1c(-c2ccc(C)o2)csc1NC(=O)CN(C)CC(=O)Nc1ccc(C)cc1	0.0086	0	-4	-8	96*	11	7	-12	-0.93

The results go on.
SMILES	DAT uptake mod	CYP2C9 act	E coli WT exp	PostGolgi yeast	CYP2C9 inhib	LYP inh 2	PostGolgi ctrl	PTPN22 act	PTK2B oligo ant
FC(F)(F)c1cc(-c2ccco2)nc(NCCc2ccccc2)n1	-0.051	0.6	-4	-11	38	11	6	-10	-1.1
CCCCn1nc2cc(C(=O)NCc3cc(C(F)(F)F)cc(C(F)(F)F)c3)ccc2c1OCC	-0.025	0.8	4	18	21	-1	-3	-1	/
CC1CCCCN1C(=O)/C(=C\c1ccccc1)c1ccccc1 (centres undefined)	1.7	0.2	7	1	84*	4	24	0	-2.1
Cc1nn(-c2ccccc2)c(C)c1CCC(=O)O	-0.13	0.9	4	-4	7	/	-1	/	0.57
CCc1[nH]nc2c1C1(CCN(C(=O)c3ccccc3)CC1)C(C#N)=C(N)O2	0.93	0.6	5	-3	38	5	6	-9	-0.41
COc1ccc(S(=O)(=O)N2CCN(CC(=O)Nc3ccc(C)c(F)c3)CC2)cc1	0.0062	1.2	-8	2	-18	6	-1	-9	0.29
Cc1ccc(NC(=O)CCn2c(=O)oc3ccccc32)c(C)c1	-0.43	1	-14	0	5	3	18	-4	0.73
COc1ccc(C2C(C(=O)O)CC(=O)N2C2CCCCC2)cc1 (centres undefined)	-0.76	0.8	5	-1	20	-9	6	8	0.17
CC(C)(CNC(=O)c1ccc([N+](=O)[O-])c(Cl)c1)CNC(=O)c1ccc([N+](=O)[O-])c(Cl)c1	-1.4	/	-7	-47	/	7	26	-4	-0.78
CCS(=O)(=O)NCC(c1cccnc1)N1CCN(c2ccc(F)cc2)CC1 (centres undefined)	-0.7	1	9	6	3	5	-2	-5	0.3
COc1cc(C)ccc1OCCOCCOc1ccccc1Br	/	0.9	7	-1	11	5	42*	-2	-0.55
COc1ccc(COc2ccsc2C(=O)Nc2ccc(Cl)c(Cl)c2)cc1	-1.1	0.4	-1	15	55*	8	13	-6	1.1
CCN(CC(=O)N1CCCCCC1)S(=O)(=O)c1ccc(Cl)cc1	-1	1.2	1	17	-21	-4	8	1	0.07
COc1ccc(NC(=S)N2N=CCC2c2ccccc2)cc1 (centres undefined)	-0.17	0.9	1	-1	11	-8	11	8	-0.43
COc1ccc(CN(C(=O)c2oc3ccccc3c2C)C2CCS(=O)(=O)C2)cc1 (centres undefined)	0.57	0.7	-6	-4	33	1	16	3	-1.8
CCN1CCN(C(=O)CCc2ccc(S(=O)(=O)NCCc3ccccc3)cc2)CC1	0.31	/	/	/	/	-3	/	2	2.4
COc1cccc(C(=O)N(Cc2ccc3c(c2)OCO3)Cc2nc3ccccc3c(=O)[nH]2)c1	0.83	0.2	-2	-11	81*	-5	4	3	-3.4*
CCCCCC(=O)Nc1ccc2oc(-c3cccnc3)nc2c1	2.3	0.5	3	-1	49	9	2	-10	-0.04
CC(OC(=O)CNC(=O)c1ccc2c(c1)OCO2)C(=O)NCCC1=CCCCC1 (centres undefined)	-0.54	0.6	11	-2	41	9	26	-10	0.36
CCOC(=O)CNC(=O)CSc1ncnc2c1cnn2-c1ccccc1	-0.049	0.6	3	-4	36	5	14	-8	1.7
COc1ccc(CNC(=O)CCSc2nc(-c3ccc4c(c3)OCO4)cc(C(F)(F)F)n2)cc1	-0.067	/	/	/	/	3	/	-4	-0.4
Cc1ccc(/C=N/Nc2ncc(Cl)cc2Cl)s1	-0.68	1.2	-6	3	-24	10	21	-9	-0.46
COC(=O)CCSCC(=O)Nc1cc(C)on1	-0.17	0.9	-2	-7	6	0	3	-2	-0.26
Cc1ccc(-n2c(SCc3nnc4n3CCC4)nnc2-c2ccccc2)cc1	-0.66	1.1	1	3	-14	3	0	-4	0.98
CCCCN(C)Cc1c(C)[nH]c2c(Cl)cccc2c1=O	0.095	1	4	-3	3	-9	-1	10	-0.2

The results go on.
SMILES	DAT uptake mod	CYP2C9 act	E coli WT exp	PostGolgi yeast	CYP2C9 inhib	LYP inh 2	PostGolgi ctrl	PTPN22 act	PTK2B oligo ant
COc1cc(C(=S)N2CCOCC2)cc(OC)c1OC(=O)c1cc([N+](=O)[O-])c(C)c([N+](=O)[O-])c1	-0.58	0.9	-8	0	6	-9	6	7	0.24
CCCn1nnc(NC(=O)Cc2ccc(Cl)cc2)n1	-0.39	/	/	/	/	7	/	-6	0.64
O=C1CCCN1CCC1CCN(C2CC(=O)N(c3ccc(Cl)cc3)C2=O)CC1 (centres undefined)	-0.67	1.3	1	-8	-30	-7	-9	6	1.5
CC(=O)c1cccc(NC(=O)c2ccc(N(Cc3ccc(C)cc3)S(C)(=O)=O)cc2)c1	-0.37	0.1	0	-1	85*	4	5	-2	-1.9
COc1cccc(NC(=O)CSc2nccn2-c2cccc(OC)c2)c1	-0.28	0.7	2	0	26	3	14	-6	-0.26
CCn1c(-c2ccccc2)c(C(=O)O)c2ccccc21	-0.75	1.1	-10	1	-11	3	2	2	-0.63
Cc1nccn1CC(O)COc1ccccc1 (centres undefined)	-1.2	/	/	/	/	7	/	-5	0.05
O=C(CN(C1CCCCC1)S(=O)(=O)c1ccc(F)cc1)Nc1ccc2c(c1)OCO2	-0.21	/	/	/	/	1	/	0	-1.6
O=C(O)CCN1C(=O)c2ccccc2C1=O	-0.17	0.7	-10	2	28	3	-2	-3	-0.31
CC1CC(C)CN(C(=O)c2cc3c(s2)CCC3)C1 (centres undefined)	-0.28	0.9	10	-6	11	-6	3	5	-0.57
COc1ccc(CSc2nnc(N)s2)cc1F	0.12	0.8	14	-3	19	4	6	-4	1.4
CCCCCCC1CCC(C(=O)NC(CCSC)C(=O)NC(C(=O)OC)C(C)C)CC1 (centres undefined)	-1.6	0.8	-2	15	16	11	-5	-11	0.37
CC(C)(C)c1cc(CN2CCC(O)CC2)cc(C(C)(C)C)c1O	0.069	0.9	-7	-1	14	-4	2	5	0.18
Cn1c(=O)c2c(SCC(N)=O)nc(CC(C)(C)C)nc2n(C)c1=O	0.019	0.8	8	2	22	-4	6	2	/
CCn1c(N)c(C(=O)NCC2CCCO2)sc1=S (centres undefined)	-0.49	0.9	-2	4	8	-6	10	4	-0.28
COc1ccc(CCNC2=C(Cl)C(=O)N(CCc3ccc(OC)c(OC)c3)C2=O)cc1OC	-1.2	0.8	-9	-2	20	3	20	-2	-0.15
Cc1cccc(NS(=O)(=O)c2cc(C(=O)NCCC3=CCCCC3)ccc2Cl)c1	1.8	0.3	1	7	68*	-2	35*	7	-2.2
O=c1cc(N2CCCCC2)c(-c2ccccc2)nn1Cc1ccc(Cl)cc1Cl	0.56	0.7	-13	2	31	18	28	-15	0.12
O=C(Nc1ccc(Br)cc1Cl)Nn1cnnc1	-0.27	1	7	3	-1	9	34*	-9	-0.44
CCOC(=O)C1=C(C)NC(=O)NC1c1c(OCC(=O)N2CCCCC2)ccc2ccccc12 (centres undefined)	0.23	0.2	3	14	83*	-4	-11	2	-0.96
CC1CCCC(C)N1CC(O)COCC1COc2ccccc2O1 (centres undefined)	0.32	0.9	7	0	10	-10	-1	12	0.65
COc1ccc(-n2c(SCC(=O)Nc3ccccc3)nnc2-c2ccc(NS(=O)(=O)c3ccc(C)cc3)cc2)cc1	1.1	1	-5	-9	-1	7	7	-5	-1.4

Grouped by structure: those above containing bromine
SMILES	DAT uptake mod	CYP2C9 act	E coli WT exp	PostGolgi yeast	CYP2C9 inhib	LYP inh 2	PostGolgi ctrl	PTPN22 act	PTK2B oligo ant
CC/C(=N\O)C(C)(C)/[N+]([O-])=C/c1ccc(Br)cc1	-0.59	1	4	-1	0	5	14	-5	0.34
COc1cc(C)ccc1OCCOCCOc1ccccc1Br	/	0.9	7	-1	11	5	42*	-2	-0.55
O=C(Nc1ccc(Br)cc1Cl)Nn1cnnc1	-0.27	1	7	3	-1	9	34*	-9	-0.44
